Compound activity from PubChem BioAssay.
bIAP activator = intestinal alkaline phosphatase (bovine) activation | purified bovine IAP, CDP-star luminescence, 30 min; hits give high values; fold of DMSO-control signal, blank-subtracted | activation factor at 20 µM | 200,000 tested, 0.17% active;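 active means activation factor of 2 or more at 20 µM, a signal rise over negative controls twice the positive control's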
STAT3 activator = increases IL-6 driven STAT3 reporter signal; activation (% of control), % at 5.6 µM; 190,000 tested, 0.91% active; U3A cells, IL-6 STAT3-luciferase reporter, luminescence; 100% = signal with IL-6 EC80 alone; AID 871;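 active means activation above the screen-wide mean of compound activation plus 3 SD, cut at about 130% in these data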;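 further: 0% = background luminescence of wells with medium and substrate only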
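Material: human U3A cells carrying STAT3-luciferase construct. Measured by: reporter luminescence signal. Timing: compound 1 h, then IL-6 6 h at 37 °C.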
PPARg SRC-3 ag = PPARgamma-driven SRC-3 recruitment agonism; biochemical PPARgamma/SRC-3 coactivator recruitment assay; activation, % at 8 µM; 200,000 tested, 0.26% active; in the data active means activation above about 23%;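 further: 0% = DMSO and 100% = reference agonist; some compounds past the cut are filed as inactive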
Target sequence (P37231 whole entry, looked up): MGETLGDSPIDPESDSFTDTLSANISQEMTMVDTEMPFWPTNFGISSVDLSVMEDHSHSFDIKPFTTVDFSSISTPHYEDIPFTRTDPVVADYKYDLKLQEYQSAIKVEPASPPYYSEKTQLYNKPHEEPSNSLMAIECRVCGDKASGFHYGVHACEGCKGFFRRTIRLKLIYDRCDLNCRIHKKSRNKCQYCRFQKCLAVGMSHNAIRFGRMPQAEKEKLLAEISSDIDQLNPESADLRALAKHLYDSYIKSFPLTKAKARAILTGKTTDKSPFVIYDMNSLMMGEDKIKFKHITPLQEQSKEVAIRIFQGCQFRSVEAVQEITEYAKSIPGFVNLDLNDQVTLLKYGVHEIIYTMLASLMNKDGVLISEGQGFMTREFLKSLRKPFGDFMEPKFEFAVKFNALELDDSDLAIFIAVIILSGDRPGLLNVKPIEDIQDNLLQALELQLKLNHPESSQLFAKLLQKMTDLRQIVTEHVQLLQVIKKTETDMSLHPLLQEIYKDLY
TNAP act hi DEA = TNAP (human) activation, high acceptor. P05186. purified TNAP, CDP-star luminescence, 1 M DEA, 30 min; hits give high values; 0 = EDTA background, 1 = DMSO-only activity. activation factor at 20 µM. 200,000 tested, under 10 active;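 active means activation factor at least 2 at 20 µM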
Target sequence (P05186 whole entry, looked up): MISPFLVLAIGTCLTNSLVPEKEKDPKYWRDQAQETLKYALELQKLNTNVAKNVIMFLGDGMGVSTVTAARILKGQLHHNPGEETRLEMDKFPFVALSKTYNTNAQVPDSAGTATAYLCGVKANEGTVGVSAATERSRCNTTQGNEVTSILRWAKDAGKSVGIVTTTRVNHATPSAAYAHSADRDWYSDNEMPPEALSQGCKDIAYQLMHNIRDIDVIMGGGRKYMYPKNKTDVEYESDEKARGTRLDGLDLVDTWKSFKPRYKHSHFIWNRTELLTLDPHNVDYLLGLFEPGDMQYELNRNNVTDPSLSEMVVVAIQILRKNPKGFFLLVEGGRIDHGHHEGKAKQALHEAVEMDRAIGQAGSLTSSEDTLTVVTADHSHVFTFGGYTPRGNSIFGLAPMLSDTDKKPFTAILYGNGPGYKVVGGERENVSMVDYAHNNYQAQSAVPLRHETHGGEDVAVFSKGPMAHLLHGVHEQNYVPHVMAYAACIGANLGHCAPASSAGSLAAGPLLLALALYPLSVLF
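Dosing: 20 µM single point. System: human TNAP. Amount: TNAP 1/800 final. Incubation: 30 min, room temperature. Read-out: TNAP activation factor scaled between EDTA and DMSO control wells. Signal: luminescence from CDP-star hydrolysis. Medium: 1 M DEA, pH 9.8, Mg2+, Zn2+. Control set: EDTA negative control, DMSO positive control.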
STAT1 inh = inhibitors of IFN-gamma induced STAT1 signaling. NIH 3T3 STAT1-luciferase reporter, luminescence. inhibition, % at 5.5 µM. 200,000 tested, 0.35% active;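 active means inhibition above a set limit, the mean inhibition across all tested compounds plus 3 SD, cut at about 34% in these data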;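 further: 0% = IFN-gamma with DMSO and 100% = IFN-gamma with 300 µM nifuroxazide; values of inactives mirror those of a sister screen read the other way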
PPARg SRC1 recr = agonists of human PPARgamma SRC-1 coactivator recruitment; P37231; PPARgamma-SRC-1 coactivator recruitment biochemical assay; activation, % at 8 µM; 200,000 tested, 0.41% active; in the data active means activation above about 19%;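 further: 0% = DMSO and 100% = reference agonist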
TR-FRET SRC-2 ct = TR-FRET artefact, counter-screen to PPARgamma/SRC-2 agonist assay; TR-FRET ratio at 8 µM; AID 1049; hits give high values; 200,000 tested, 0.4% active; in the data active means TR-FRET ratio above about 2000; further: inactives centre near 1500
PPARg SRC2 recr = agonists of SRC-2 recruitment by human PPARgamma; PPARgamma LBD-SRC-2 recruitment, biochemical; activation, % at 8 µM; 200,000 tested, 0.34% active; in the data active means activation above about 22%;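 further: 0% = vehicle and 100% = reference agonist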
ROMK primary = modulators of human ROMK potassium channel | P48048 | Tet-inducible ROMK, thallium flux fluorescence; actives lie on both sides | B-score at 10 µM | 130,000 tested, 2% active;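 active means signal ratio slope over the read window, or its plate-corrected B-score, at least 3 SD from the plate mean, either direction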;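 further: B-score of the F/F0 ratio slope over 7 to 12 s after thallium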
bIAP inh = intestinal alkaline phosphatase (bovine) inhibition; AID 1019; 190,000 tested, under 10 active; purified bovine IAP, CDP-star luminescence, 30 min; inhibition, % at 20 µM;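 active means over 50% inhibition of intestinal alkaline phosphatase at 20 µM in the single-dose screen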
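System: purified bovine intestinal alkaline phosphatase (IAP) enzyme; Input: IAP diluted 1/65,000,000 in the well; Measured by: CDP-star luminescence signal; Compound dosing: 20 µM single dose; Incubation: 30 min reaction at room temperature.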
STAT3 blocker = STAT3 signaling inhibition. 190,000 tested, 0.89% active. U3A cells, IL-6 STAT3-luciferase reporter, luminescence; host cell line lacks STAT1. inhibition, % at 5.5 µM;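 active means inhibition above the mean inhibition across all screened compounds plus 3 SD, cut at about 44% in these data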;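 further: 0% = DMSO only wells and 100% = 100 µM nifuroxazide control wells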
Numbers without * were called inactive; / = no result given. This is a random part of the collection. About 3.7% of those tested had a hit in this group.

SMILES | bIAP activator | STAT3 activator | PPARg SRC-3 ag | TNAP act hi DEA | STAT1 inh | PPARg SRC1 recr | TR-FRET SRC-2 ct | PPARg SRC2 recr | ROMK primary | bIAP inh | STAT3 blocker
CCOC(=O)C1C(c2ccccc2)C(C(=O)OCC)S(=O)(=O)C(CCN(CC)CC)S1(=O)=O (centres undefined) | 1.5 | 108 | -1 | 1 | 7 | 0 | 1612 | 0 | 0.46 | -51 | -4
COc1ccc(C)cc1-n1c(N)c(C#N)c(C#N)c1-c1ccc(OC)c(OC)c1OC | 1 | 104 | 2 | 1 | 4 | 6 | 1611 | 6 | / | 4 | 1
CCc1cccc(C)c1N(C(=O)Cn1c(CO)nc2ccccc21)C(C)COC (centres undefined) | 0.9 | 107 | 8 | 1 | 2 | -2 | 1612 | -1 | -0.53 | 9 | -6
O=C(O)C1CC=CCC1C(=O)N1CCN(c2nc(-c3ccccc3)c3ccccc3n2)CC1 (centres undefined) | 0.9 | 91 | 10 | 1 | -2 | -2 | 1556 | 2 | 0.2 | 7 | 16
COC(=O)c1scc(C)c1NC(=O)Nc1ccccc1 | 1 | 102 | 2 | 1 | 3 | -2 | 1492 | -3 | / | -2 | 3
COC(=O)c1ccc(S(=O)(=O)N2C3CCC2CC(NC(=O)C2CC2)C3)cc1 (centres undefined) | 0.9 | 100 | 0 | 1 | -2 | 0 | 1442 | 6 | / | 9 | 5
Cc1cccc(NC(=S)NNC(=O)CC(C)O)c1C (centres undefined) | 1.4 | 100 | 7 | 1 | -3 | -1 | 1624 | 5 | / | -37 | 0
NS(=O)(=O)c1ccc(NC=C2C(=O)OC3(CCCCC3)OC2=O)cc1 | 1 | 101 | -1 | 1 | 2 | 0 | 1504 | 5 | / | 0 | 3
Clc1ccc(CNC2CCCC2)cc1 | 0.8 | 96 | -8 | 1.1 | 3 | 2 | 1532 | 3 | 0.058 | 20 | 3
O=C(CCNC(=O)c1ccccc1)Oc1ccc([N+](=O)[O-])cc1 | 0.9 | 99 | 6 | 0.9 | 7 | 0 | 1481 | -1 | -0.89 | 7 | 0
O=C(C1CCC1)N1CCc2cc(S(=O)(=O)NCC3COc4ccccc4O3)ccc21 (centres undefined) | 0.9 | 104 | -8 | 1 | -3 | -9 | 1369 | -5 | / | 7 | 1
Cc1ccc(C(=O)CC2(O)C(=O)N(C)c3ccccc32)o1 (centres undefined) | 0.8 | 99 | 5 | 1 | -4 | 8 | 1559 | 12 | / | 17 | 10
O=C(NCc1ccco1)c1cc(-c2ccc3c(c2)OCO3)on1 | 0.9 | 93 | 4 | 1 | -23 | 4 | 1410 | 10 | 0.21 | 8 | 9
O=S1(=O)N=C2CCCCCN2C(c2ccccc2)N1 (centres undefined) | 1.3 | 103 | 1 | 1 | 2 | 3 | 1768 | -6 | -0.93 | -32 | -3
O=C(NC(=S)Nc1ccc(Cl)cn1)C(c1ccccc1)c1ccccc1 | 0.9 | 112 | 16 | 1 | 12 | 9 | 1868 | 1 | / | 14 | -4
COc1ccc(OC)c(NC(=O)N2CCCC(C(=O)c3ccccc3OC)C2)c1 (centres undefined) | 1 | 108 | 1 | 1 | -1 | 1 | 1511 | 2 | 0.37 | 2 | -7
CCc1nc2c(sc3nc4c(cc32)COC(C)(C)C4)c(=O)n1Cc1ccccc1 | 0.9 | 93 | 3 | 1 | 5 | 4 | 1667 | -3 | -0.6 | 9 | 13
Fc1ccc(Nc2nc(Oc3ccccc3F)nc(N3CCCC3)n2)cc1 | 0.9 | 82 | 3 | 1 | 1 | 0 | 1666 | 9 | 1.7 | 11 | 26
COC(=O)Cn1c(=O)oc2ccc(C)cc21 | 0.9 | 110 | 4 | 1 | -7 | 7 | 1480 | 8 | 0.48 | 5 | -9
CCOC(=O)c1sc(N(Cc2ccccc2)C(=O)COC(=O)c2ccc(O)cc2)nc1C | 0.9 | 99 | 4 | 1 | 58* | 8 | 1457 | 1 | 0.13 | 12 | 5
CCSc1nn2c(=O)c3ccccc3nc2s1 | 0.9 | 76 | 5 | 1 | -33 | 8 | 1519 | 8 | -0.65 | 6 | 34
Cc1nn(C)cc1/C=N/NC(=S)Nc1ccccc1 | 1.1 | 97 | 17 | 1 | -20 | 4 | 1602 | 5 | / | -13 | 8
COc1cccc(-n2c(SCC(=O)OC(C)C)nnc2-c2cccnc2)c1 | 1 | 105 | -20 | 1 | 1 | -6 | 1617 | -2 | 0.057 | -4 | -4
COc1ccc(/C=C/C(=O)c2ccccc2)cc1Cn1nnc2ccccc21 | 0.9 | 101 | 2 | 1 | -4 | 4 | 1546 | 4 | -0.81 | 9 | -1
COCCN(C(=O)Nc1ccc(OC)cc1OC)C1CCN(C(C)=O)CC1 | 1 | 105 | -5 | 1.1 | -2 | 0 | 1499 | 7 | / | 1 | 0
CCN(c1cccc(C(F)(F)F)c1)S(=O)(=O)c1ccc2c(c1)CCN2C(C)=O | 1.1 | 93 | -7 | 0.9 | 5 | -4 | 1483 | -4 | 2.3 | -6 | 8
CC(O)CCc1ccc(O)cc1 (centres undefined) | 1.1 | 109 | -4 | 1 | -2 | -1 | 1562 | -8 | 0.6 | -11 | -10
COC(=O)c1cc(OC)c(OC)cc1-n1cnc2cc(OC)c(OC)cc2c1=O | 1.1 | 101 | -4 | 1 | -4 | -9 | 1580 | 0 | / | -5 | 3
COc1ccccc1C1=NN(C(=S)Nc2ccccc2)C(c2ccco2)C1 (centres undefined) | 1 | 111 | 23 | 1.1 | -14 | 19* | 1731 | 19 | / | 2 | -14
Cc1ccc(SCC(=O)N=C2NC(=O)CS2)cc1 | 1 | 96 | 7 | 1 | 2 | 8 | 1588 | 6 | 0.33 | 4 | 16
Cn1c(Cl)nc2c1c(=O)n(Cc1cccc(Br)c1)c(=O)n2C | 0.9 | 96 | 4 | 1 | 15 | 11 | 1661 | 6 | -0.25 | 8 | 10
CCCN1CCC(NC(=O)Nc2ccc(OC)c(OC)c2)CC1 | 1.1 | 108 | 8 | 1.1 | -1 | -2 | 1572 | 5 | 0.2 | -6 | -7
CCc1ccc(-c2nc(CN3CCC(C(=O)NCCc4ccc(OC)c(OC)c4)CC3)c(C)o2)cc1 | 2.1* | 97 | 2 | 1.2 | 1 | 0 | 1409 | -2 | / | -106 | 13
O=C(O)CCN1C(=O)c2ccccc2C1=O | 0.8 | 98 | 4 | 1.1 | 6 | -4 | 1607 | 8 | / | 18 | 7
CC(C)CC(=O)Nc1c2c(nn1-c1ccc(F)cc1)CSC2 | 1.1 | 95 | 6 | 1 | 2 | 5 | 1560 | 17 | -0.22 | -14 | 6
COc1ccc(NC(=O)CSc2nnc(N)s2)c([N+](=O)[O-])c1 | 1 | 104 | 3 | 1 | -9 | 8 | 1704 | 0 | 0.03 | 5 | 2
CCC(C)c1ccc(NC(=S)NCc2ccccc2OC)cc1 (centres undefined) | 1.4 | 99 | -2 | 1 | -1 | 3 | 1568 | -1 | -0.32 | -39 | 7
Cc1noc(C)c1S(=O)(=O)N1CCC(C(=O)Nc2ccccn2)CC1 | 0.9 | 104 | 5 | 1 | -7 | 3 | 1845 | 7 | 0.22 | 13 | -5
Cc1cccc(C(=O)NNc2ncnc3c2cnn3C)c1 | 1.5 | 102 | 5 | 1 | 6 | 2 | 1686 | 3 | -0.0086 | -48 | 6
COc1ccc(NC(=O)CSc2ccccc2)c(OC)c1 | 0.9 | 110 | -4 | 1.1 | -37 | -1 | 1389 | 0 | -0.28 | 5 | -9
CC1=C(C)CC(C(=O)Nc2cccc([N+](=O)[O-])c2)C(C(=O)O)C1 (centres undefined) | 0.9 | 103 | -2 | 1 | 4 | -9 | 1508 | -3 | 0.73 | 8 | -4
O=C(O)/C(=C\c1cccs1)c1ccc(F)cc1 | 1.1 | 95 | -3 | 1 | -7 | -1 | 1463 | -13 | 0.64 | -7 | 8
CCCCCCC1CCC(C(=O)NC(CCSC)C(=O)NC(C(=O)OC)C(C)C)CC1 (centres undefined) | 1.3 | 94 | 7 | 1.1 | 6 | 0 | 1660 | 10 | -1.9 | -28 | 11
CC1CCN(c2ccccc2NC(=S)NC(=O)C(C)(C)C)CC1 | 0.9 | 108 | 1 | 1 | 2 | 1 | 1597 | 1 | -0.58 | 6 | -2
CCOCCCn1c(=S)[nH]c2cc(C(=O)N3CCC(C(N)=O)CC3)ccc2c1=O | 0.9 | 99 | 12 | 1 | 4 | 10 | 1710 | 3 | 1.4 | 7 | 3
O=C1/C(=C/c2ccncc2)SC(=S)N1C1CCS(=O)(=O)C1 (centres undefined) | 1.1 | 95 | 1 | 1 | 2 | 6 | 1644 | 5 | / | -10 | 17
COc1cccc(Oc2ccc3nnc(C(F)(F)F)n3n2)c1 | 1.2 | 96 | 1 | 1 | 0 | 15 | 1813 | 5 | -0.59 | -17 | 5
CC(=O)C1C(c2ccccc2)c2c(n[nH]c2C)CC1(C)O (centres undefined) | 1.1 | 102 | 7 | 1 | -3 | 1 | 1395 | 7 | 0.36 | -12 | -1
CCCCN1C(=O)NC(NC(=O)c2ccco2)(C(F)(F)F)C1=O (centres undefined) | 0.9 | 94 | -3 | 0.9 | 1 | -8 | 1451 | -9 | / | 6 | 11
CCCCc1c(O)nc(SCCC(=O)O)[nH]c1=O | 0.9 | 110 | -13 | 1 | -13 | 7 | 1335 | -2 | 0.079 | 10 | -13
Cc1cccc(-n2cnc(C(=O)NC3CCCCCC3)c2)n1 | 1 | 92 | 12 | 1 | -30 | 4 | 1691 | 3 | / | 2 | 14
NNC(=O)c1oc2ccccc2c1-n1cccc1 | 1.1 | 101 | 5 | 1 | 14 | 6 | 1655 | 14 | -0.0094 | -10 | 2

Full records from above:
Shown for `O=C(O)/C(=C\c1cccs1)c1ccc(F)cc1` = bIAP activator = 1.1; STAT3 activator = 95; PPARg SRC-3 ag = -3; TNAP act hi DEA = 1; STAT1 inh = -7; PPARg SRC1 recr = -1; TR-FRET SRC-2 ct = 1463; PPARg SRC2 recr = -13; ROMK primary = 0.64; bIAP inh = -7; STAT3 blocker = 8
Shown for `NS(=O)(=O)c1ccc(NC=C2C(=O)OC3(CCCCC3)OC2=O)cc1` = bIAP activator = 1; STAT3 activator = 101; PPARg SRC-3 ag = -1; TNAP act hi DEA = 1; STAT1 inh = 2; PPARg SRC1 recr = 0; TR-FRET SRC-2 ct = 1504; PPARg SRC2 recr = 5; ROMK primary = /; bIAP inh = 0; STAT3 blocker = 3
Shown for `Cn1c(Cl)nc2c1c(=O)n(Cc1cccc(Br)c1)c(=O)n2C` = bIAP activator = 0.9; STAT3 activator = 96; PPARg SRC-3 ag = 4; TNAP act hi DEA = 1; STAT1 inh = 15; PPARg SRC1 recr = 11; TR-FRET SRC-2 ct = 1661; PPARg SRC2 recr = 6; ROMK primary = -0.25; bIAP inh = 8; STAT3 blocker = 10
